# Screens deposited in PubChem by National Center for Advancing Translational Sciences (NCATS).
# HP1b chromo inh = HTS for Inhibitors of HP1-beta Chromodomain Interactions with Methylated Histone Tails; Chromobox protein homolog 1 (Homo sapiens), P83916; AlphaScreen HP1-beta / biotin-H3K9me3 peptide binding; Potency, µM (doses to about 114 µM), without a hit: top-dose activity change, negative = inhibition, actives largely listed as inhibitors; 390,000 tested, 0.56% active; further: potency means the concentration at half of the fitted maximal effect; nearly all actives have a fitted effect of over 70% in size; inactives centre near 23
#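 AlphaScreen: HP1-beta (50 nM) preformed 30 min with biotin-H3(1-18)K9me3 peptide (50 nM) in PBS pH 7.4, 0.01% Tween-20. Compound added for 30 min at RT, then streptavidin donor/nickel chelate acceptor beads (10 ug/mL) for 30 min.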
# Pin1 inhibitor = qHTS Assay to Find Inhibitors of Pin1 | Pin1 FP peptide displacement, HiFluor488, 10 min | Potency, µM (top dose mostly 115 µM), inactives show at the highest dose activity, negative = inhibition, hits mostly inhibitors | 390,000 tested, 0.009% active; active means well fitted inhibition curve with a large enough effect in the polarisation, with a control signal flat, not every such curve was filed as active; inconclusive means small, poorly fitted or top-dose-only effect, or effect the other way, or a change in a side signal; inactive means no such curve, though single readings can be large or run the other way; the % refers to the polarisation; further: potency means the concentration at half of the fitted maximal effect; on the % scale 0 is the no-effect control and ±100 the full control effect
# JMJD2A Tudor = qHTS Assay for Inhibitors of JMJD2A-Tudor Domain; Lysine-specific demethylase 4A (Homo sapiens), O75164; AlphaScreen JMJD2A-Tudor / H3K4me3 peptide binding; Potency, µM (series often up to 114 µM), inactives show top-dose activity change, negative = inhibition, actives largely listed as inhibitors; 390,000 tested, 4.4% active; AID 504339, 2011; further: potency means the concentration at half of the fitted maximal effect; on the % scale 0 is the no-effect control and ±100 the full control effect; nearly all actives have a fitted effect of over 50% in size
# BAZ2B block = qHTS Assay for Inhibitors of BAZ2B; 360,000 tested, 4.4% active; Potency, µM (series often up to 114 µM), for inactives: top-dose activity change, negative = inhibition, usual class: inhibitors; AlphaScreen BAZ2B-H3K14Ac peptide displacement; AID 504333, 2011; further: potency means the concentration at half of the fitted maximal effect; on the % scale 0 is the no-effect control and ±100 the full control effect; nearly all actives have a fitted effect of over 60% in size
#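 Complex of BAZ2B and biotin-H3K14Ac (50 nM apiece) forms over 30 min at RT, then faces library compounds up to 110 uM for another 30 min; AlphaScreen beads added, 20 min dark incubation, luminescence read.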
# PGK inhibitor = qHTS Assay to Find Inhibitors of Phosphoglycerate Kinase; Potency, µM (titrated, usually from 57.5 µM), for inactives: at the top dose activity change, negative = inhibition, usual class: inhibitors; Phosphoglycerate kinase, glycosomal (Trypanosoma brucei brucei), P07378; PGK/GAPDH coupled, Kinase-Glo luminescence, 60 min; AID 602233, 2012; 380,000 tested, 0.043% active; further: potency means the concentration at half of the fitted maximal effect; on the % scale 0 is the no-effect control and ±100 the full control effect; nearly all actives have a fitted effect of over 60% in size
#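 Luminescent ATP detection (Kinase-Glo Plus) follows a 60-minute room-temperature incubation, with wells lacking PGK as controls. Buffer: 100 mM TEA (pH 7.6), 5 mM MgCl2, 0.01% Tween-20. Coupling enzyme GAPDH (100 nM final) supplies unstable 1,3-BPG in-well.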
# Pol eta inh = qHTS for Inhibitors of Polymerase Eta; 390,000 tested, 1.2% active; recombinant Pol eta, fluorescent DNA replication assay; Potency, µM (highest dose often 114 µM), inactives show top-dose activity change, negative = inhibition, most hits filed as inhibitors; further: potency means the concentration at half of the fitted maximal effect; on the % scale 0 is the no-effect control and ±100 the full control effect
#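 Pol eta (10 nM) was preincubated with compounds for 15 min at room temperature, after which fluorescent replication substrate (50 nM final) was added to start the reaction. Fluorescence was read kinetically at 0 and 10 min.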
# GLS inhibitor = qHTS for Inhibitors of Glutaminase (GLS) | Glutaminase kidney isoform, mitochondrial (Homo sapiens), O94925 | GLS enzymatic activity, qHTS titration | Potency, µM (doses to about 45.5 µM), without a hit: at the top dose activity change, negative = inhibition, actives largely listed as inhibitors | 410,000 tested, 0.21% active | AID 624170, 2012; further: potency means the concentration at half of the fitted maximal effect; on the % scale 0 is the no-effect control and ±100 the full control effect
#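 hKGA in 45 mM KH2PO4 pH 8.2, 0.02% Tween-20 with pin-transferred compounds; 1 mM L-glutamine (stock) plus glutamate oxidase/HRP/Amplex Red coupling added. Fluorescence read initially and after 30 min at RT.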
# PI4K2A inh = qHTS for small molecular inhibitors of PI4K2A; purified PI4K2A, ADP-Glo luminescence, 1 h; stronger effect = lower value; 420,000 tested, 0.13% active; AID 1346378, 2018; activity change, negative = inhibition, % at 76.9 µM; in the data active means activity change below about -50%; inconclusive means mostly about -30% to -49%;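 further: -100% = wells without enzyme as full effect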
#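 ADP-Glo luminescence measured ADP generated by PI4K2A enzyme (4 ug/mL before mixing) with 1.2 mM PI substrate (pre-mix) and 300 microM ATP (pre-mix). Tris pH7.5 buffer with MgCl2, Triton X-100; 1 h reaction at ambient temperature.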
# G9a inh = qHTS Assay for Inhibitors of Histone Lysine Methyltransferase G9a; G9a H3K9 monomethylation, AlphaScreen, 2 h; Potency, µM (doses to about 102 µM), for the others: at the top dose activity, negative = inhibition, hits mostly inhibitors; Histone-lysine N-methyltransferase EHMT2 (Homo sapiens), Q96KQ7; 350,000 tested, 8.8% active; further: potency means the concentration at half of the fitted maximal effect; on the % scale 0 is the no-effect control and ±100 the full control effect; nearly all actives have a fitted effect of over 75% in size
#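 AlphaScreen detection with an anti-monomethyl H3K9 antibody quantified product after a 2 h room-temperature reaction containing 500 nM biotinylated H3K9 peptide, 20 µM SAM and 20 nM enzyme, which had been preincubated 15 min with compound.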
# Numbers without * were called inactive; i = inactive; ? = inconclusive; . = no result given; & = joins results of further samples; [ ] = remark or other dose. Unless noted, the call rests on the fitted dose curve; in most records, active means well fitted curve in the direction sought with a large enough effect; inconclusive means small, poorly fitted or top-dose-only effect, or another doubt; inactive means no such curve, though single readings can be large; an effect the other way counts as inactive or inconclusive.
SMILES,HP1b chromo inh,Pin1 inhibitor,JMJD2A Tudor,BAZ2B block,PGK inhibitor,Pol eta inh,GLS inhibitor,PI4K2A inh,G9a inh
CSc1ccc(CN(C)C(=O)C(c2ccccc2)c2ccccc2)cc1,41%[activator],24%,-1%,6%,2%,-21%,-2%,9,83%[activator]
Cn1c(N2CCOCC2)c(/C=N/OC(=O)c2cccnc2Cl)c2ccccc21,48%[activator],-5%,-17%,-6%,-3%,-2%,-21%,0,?
Cc1cccc(C(C(=O)NC2CCCC2)N(C(=O)c2csnn2)C2CC2)c1 (stereo not given),-15%,-4%,-19%,8%,6%,-13%,6%,0,8%[59 µM]
Cc1noc(NS(=O)(=O)c2ccc(NS(=O)(=O)c3ccc(Cl)cc3)cc2)c1C,32%,7%,-2%,.,i,-12%,-6%,0,.
O=C(NCC1COCCO1)c1cc(COc2ccc(F)cc2F)on1 (stereo not given),13%,-5%,-3%,0%,-3%,-8%,5%,4,.
CCOC(=O)c1ccccc1NC(=O)N1CCN(Cc2cc(=O)n3nc(-c4ccccc4)sc3n2)CC1,34%[57 µM],0%,3%,6%,i,-14%,3%,-1,6%[59 µM]
COc1cc(Cl)c(C)cc1NC(=O)c1cn(C2CCCC2)c(=O)c2c1c1ccccc1n2C,20%,-7%,-10%,-9%,-5%,-12%,-1%,1,0%[59 µM]
Cc1c(C)n(C(=O)CN2CCC(C)CC2)c2ccccc12,4%,-1%,-9%,-33%,2%,-9%,14%,4,?
CCC(C)c1ccccc1NC(=O)Cc1coc2cc3c(cc12)CCC3 (stereo not given),30%,-3%,1%,-26%,3%,-29%,-1%,-1,?
C=CCSc1nc2ccccc2c(=O)n1C1CCOC(C)(C)C1 (stereo not given),47%[activator],-1%,32%,8%,-2%,-16%,0%,9,26%
CC(C)(C)c1ccc(S(=O)(=O)N2CCC(CO)(CC3CCCCO3)CC2)cc1 (stereo not given),37%,?,5%,-21%,i,-30%,-3%,-6,2%
Cc1cc(NS(=O)(=O)c2ccc(NC(=O)COc3cc(C)c(Br)cc3C(C)C)cc2)no1,30%,?,-24%,-23%,-17%,?,11%,-1,?
Cc1cc(C)nc(Nc2n[nH]c(-c3ccccc3N)n2)n1,12%,-1%,2.2µM*,?,-9%,0%,-1%,7,7.9µM*
COc1ccc(C2C3=C(CC(C)(C)CC3=O)Oc3ncn(Cc4ccco4)c(=N)c32)cc1 (stereo not given),24%,2%,?,50µM*,-1%,-7%,2%,-12,?
CC(C)C(=O)N1CCN(S(=O)(=O)c2ccc3ccccc3c2)CC1,32%,-12%,-17%,5%,-6%,-19%,3%,7,-4%[59 µM]
O=C(O)c1ccc(-c2ccc(/C=C3\NC(=O)N(Cc4ccc(Cl)cc4)C3=O)o2)cc1,11%,?,-27%,?,-2%,22µM*,-10%,7,50µM*
COc1cccc(NC(=O)c2cc(-c3ccc(C)o3)nc3ccccc23)c1,1%,77%[activator],56µM*,?,-11%,79µM*,-4%,2,8.9µM*
CCCCOC(=O)C1CN(c2ccccc2)N=C1C(C)=O (stereo not given),113%[activator],-8%,43%,84%[activator],-2%,-14%,0%,-2,.
CCc1ccc(CNc2ncnc3c2nc2n3CCCC2)cc1,-4%,-1%,-11%,-1%,-5%,-16%,-11%,1,-2%[59 µM]
COCCn1nnnc1C(C(C)C)N1CCSCC1 (stereo not given),32%,-12%,-5%,2%,i,-6%,-8%,-3,1%
O=C(NCc1ccc(F)cc1)C1CCCN1C(=O)Nc1cccc(F)c1 (stereo not given),8%,-6%,-1%,-5%,-9%,4%,6%,-5,-10%
Cn1c(=O)[nH]c(=O)c2c1nc(CN1CCOCC1)n2CCc1ccccc1,-11%,-1%,-22%,0%,.,6%,4%,0,-8%[59 µM]
O=C(CN1CCOCC1)Nc1cccc(Br)c1,24%,-3%,-10%,8%,-1%,-12%,-7%,5,3%[12.7 µM]
CC(OC(=O)c1cc(=O)c2ccccc2o1)C(=O)Nc1ccc(N(C)C)cc1 (stereo not given),16%,-5%,?,-2%,-8%,1%,-5%,0,3.2µM*
COc1ccc(NC(=O)CSc2nnc(-c3ccc(OC)cc3)s2)cc1,13%[57 µM],-2%,-22%,0%,-7%,0%,-2%,-1,-7%[59 µM]

# Single entries from above:
# `C=CCSc1nc2ccccc2c(=O)n1C1CCOC(C)(C)C1` (stereo not given) @ JMJD2A Tudor: 32%
# `COc1ccc(C2C3=C(CC(C)(C)CC3=O)Oc3ncn(Cc4ccco4)c(=N)c32)cc1` (stereo not given) @ GLS inhibitor: 2%
# `CCC(C)c1ccccc1NC(=O)Cc1coc2cc3c(cc12)CCC3` (stereo not given) @ JMJD2A Tudor: 1%
# `O=C(CN1CCOCC1)Nc1cccc(Br)c1` @ PI4K2A inh: 5
# `O=C(O)c1ccc(-c2ccc(/C=C3\NC(=O)N(Cc4ccc(Cl)cc4)C3=O)o2)cc1` @ Pol eta inh: 22µM*

# Later entries:
SMILES,HP1b chromo inh,Pin1 inhibitor,JMJD2A Tudor,BAZ2B block,PGK inhibitor,Pol eta inh,GLS inhibitor,PI4K2A inh,G9a inh
Cc1cc(C)n2nc(-c3cnn(C)c3C(F)(F)F)c(Cl)c2n1,47%[activator],1%,6%,-2%,7%,-6%,-7%,-4,19%
CC(C)C(NC(=O)c1ccc(Cl)cc1Cl)C(=O)NCCc1ccccn1 (stereo not given),13%,-4%,-12%,7%,-9%,-16%,1%,4,4%
CCOC(=O)c1[nH]c(C)c(CCC(=O)Nc2ccc(Br)c(C)c2)c1C,9%[57 µM],1%,-21%,0%,i,-3%,-14%,0,-3%[59 µM]
Cc1cccc(C(=O)N[C@H](C(=O)NCc2cccs2)C(C)C)c1,4%,5%,-8%,.,-10%,-4%,5%,-5,.
CCCCn1c(SCC(=O)NC2CCS(=O)(=O)C2)nc2ccccc2c1=O (stereo not given),35%,-4%,3%,-2%,-4%,-19%,-4%,-2,27%
N#CC(C#N)=c1ccc2c(c1)N1C(c3ccccc3)=CC(c3ccccc3)C3CCCCC31N=2 (stereo not given),?,-5%,?,?,-2%,-13%,-2%,-4,?
COc1cccc(NC(=O)CNC(=O)N2CC(=O)Nc3ccccc32)c1,48%,-12%,-14%,-5%,i,-6%,-6%,-5,14%
CCOC(=O)c1c(C)[nH]c(C(=O)N2CCN(CC)CC2)c1C,6%,-5%,-11%,-19%,i,-11%,-6%,-1,?
[O-]/C(=C(\C(=S)NCCN1CCOCC1)[n+]1ccccc1)c1ccc(Cl)s1,-4%,6%,-31%,?,6%,-3%,4%,3,25µM*
O=C(COc1ccc2oc3c(c2c1)CCCC3)Nc1ccc(Br)cc1,21%,0%,-14%,4%,0%,2%,-16%,7,?
Clc1ccc(-c2nc3ncccn3c2Nc2ccc3c(c2)OCCO3)cc1,5%&25%,4%&9%,-3%&-4%,-36%&-2%,0%,1%&-8%,-4%&-13%,0&2,-20%[59 µM]
CC(Sc1nc(-c2ccccc2)nc2c1COC(C)(C)C2)C(=O)N1CCOCC1 (stereo not given),14%,-2%,24%,4%,-1%,0%,.,1,-12%
O=C(O)CN1C(=O)C2C3CC(C2C1=O)C1C(c2ccccc2)c2sc(=O)[nH]c2SC31 (stereo not given),18%,?,-23%,6%,4%,-7%,22%,-5,-19%[59 µM]
O=C(O)c1ccc(O)c(O)c1,28%,-7%,-21%,-36%,-18%,-5%,-2%,-1,.
CN(CC(=O)Nc1cccc(S(=O)(=O)N2CCCC2)c1)CC(=O)Nc1ccc(F)c(F)c1F,43%,-2%,-6%,.,-9%,-11%,8%,0,.
O=C(c1ccncc1)N1CCN(c2ccc3ccccc3n2)CC1,35%,-3%,-19%,-12%,-5%,-10%,0%,1,25%[12.7 µM]
O=C1Nc2ccc([N+](=O)[O-])cc2OC1CCN1CCN(c2ccccc2)CC1 (stereo not given),7%,-3%,?,?,-3%,-16%,-1%,0,-37%
Cc1cc(CNC(=O)COC(=O)c2ccc(Cl)c(N)c2)cc(C)c1O,19%,-7%,-4%,-17%,-8%,-14%,9%,-3,?
CC1=CC(C)(C)N2C(=O)C3(NCCc4c3[nH]c3ccccc43)c3cc(C)cc1c32 (stereo not given),-2%,-4%,-16%[11.4 µM],56µM*,i,-8%,22%,1,?
c1ccc(SCc2nc(-c3cccnc3)no2)cc1,47%[activator],-1%,16%,90%[activator],0%,-13%,15%,-9,56%[activator][59 µM]
Cc1nnc(NC(=O)CCSc2ccccc2)s1,12%,3%,-10%,1%,-2%,-11%,-4%,3,-26%[59 µM]
O=C(NC1CCN(C(=O)Nc2cccc(F)c2)CC1)c1ccco1,23%,0%,2%,1%,-2%,2%,5%,-1,-6%
CC1CCN(c2c(NCC3CCC(C(=O)NCCCc4ccccc4)CC3)c(=O)c2=O)CC1 (stereo not given),-5%,-2%,-17%,3%,i,-6%,0%,-4,7%

# A portion of the results above, as a working copy:
SMILES,HP1b chromo inh,Pin1 inhibitor,JMJD2A Tudor,BAZ2B block,PGK inhibitor,Pol eta inh,GLS inhibitor,PI4K2A inh,G9a inh
O=C(NC1CCN(C(=O)Nc2cccc(F)c2)CC1)c1ccco1,23%,0%,2%,1%,-2%,2%,5%,-1,-6%
CC1CCN(c2c(NCC3CCC(C(=O)NCCCc4ccccc4)CC3)c(=O)c2=O)CC1 (stereo not given),-5%,-2%,-17%,3%,i,-6%,0%,-4,7%

# The list is partial; the hit share may differ from the screen's.
